Bioassay records from PubChem.
TDP1 cell CPT: growth inhibition of DT40 Tdp1-/-;hTDP1 cells with camptothecin (screen for TDP1 inhibitors); chicken DT40 Tdp1-/-;hTDP1 cells + 20 nM CPT, ATP luminescence, 48 h; 420,000 tested, 12% active; Potency, µM (series often up to 46.2 µM), for inactives: at the top dose activity change, negative = growth inhibition, hits mostly inhibitors; further: nearly all actives have a fitted effect of over 55% in size
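Chicken DT40 Tdp1-/- cells complemented with human TDP1, 400 cells/well, exposed to compounds plus 20 nM camptothecin for at least 48 h at 37 C; viability read as ATP content by CellTiter-Glo luminescence.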
TDP1 cell noCPT: qHTS for Inhibitors of human tyrosyl-DNA phosphodiesterase 1 (TDP1): qHTS in cells in absence of CPT. DT40 Tdp1-/- hTDP1 cells, no CPT, ATP luminescence, 48 h. Potency, µM (highest dose often 46.2 µM), for inactives: at the top dose activity change, negative = growth inhibition, actives largely listed as inhibitors. 420,000 tested, 15% active. AID 686978, 2013; further: nearly all actives have a fitted effect of over 55% in size
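DT40 Tdp1-/-;hTDP1 cells, no CPT (DMSO vehicle only), 400 cells/well; compounds pin-transferred; ≥48 hr, 37 °C; CellTiter-Glo 30 min RT dark, luminescence read.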
GCN5L2 inh: blocks human GCN5L2 histone acetyltransferase | Q92830 | GCN5L2 HAT assay, ThioGlo1 CoA-SH fluorescence | Potency, µM (doses to about 58.9 µM), for inactives: at the highest dose activity change, negative = inhibition, most hits filed as inhibitors | 390,000 tested, 0.21% active | AID 504327
Target sequence (Q92830 whole entry, looked up): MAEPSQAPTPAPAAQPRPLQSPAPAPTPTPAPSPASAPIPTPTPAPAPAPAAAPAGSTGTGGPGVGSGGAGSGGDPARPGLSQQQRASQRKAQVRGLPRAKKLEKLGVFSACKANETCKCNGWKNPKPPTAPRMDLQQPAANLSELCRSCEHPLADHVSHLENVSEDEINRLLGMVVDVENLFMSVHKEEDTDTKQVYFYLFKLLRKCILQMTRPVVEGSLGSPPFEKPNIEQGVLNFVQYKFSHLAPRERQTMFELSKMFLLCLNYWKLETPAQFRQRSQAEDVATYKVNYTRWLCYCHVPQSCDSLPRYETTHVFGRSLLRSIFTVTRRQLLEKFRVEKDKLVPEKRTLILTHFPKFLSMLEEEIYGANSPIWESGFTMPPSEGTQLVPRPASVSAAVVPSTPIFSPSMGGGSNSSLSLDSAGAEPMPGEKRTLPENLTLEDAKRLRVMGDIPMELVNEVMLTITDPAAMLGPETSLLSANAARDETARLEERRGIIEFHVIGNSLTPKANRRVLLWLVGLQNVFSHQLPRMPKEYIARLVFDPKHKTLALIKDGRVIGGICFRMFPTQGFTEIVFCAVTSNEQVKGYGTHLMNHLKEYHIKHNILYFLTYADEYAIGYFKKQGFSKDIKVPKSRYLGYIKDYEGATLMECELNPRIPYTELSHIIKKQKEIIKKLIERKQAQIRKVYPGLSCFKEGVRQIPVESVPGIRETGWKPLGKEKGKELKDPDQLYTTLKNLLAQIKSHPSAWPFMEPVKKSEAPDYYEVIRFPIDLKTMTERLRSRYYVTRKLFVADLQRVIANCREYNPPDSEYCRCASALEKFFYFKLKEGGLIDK
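Preincubate 20nM GCN5L2 with compound 15 min, RT → add 50uM ThioGlo1 + 75uM H3(1-25) + 70uM acetyl-CoA → read fluorescence 0 and 20 min. Primary qHTS; fluorescent artifacts likely.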
* = called active by the depositor; ? = inconclusive; nt = no result given; & = joins results of further samples. The call rests on the fitted dose curve; in most records, active means well fitted curve in the direction sought with a large enough effect; inconclusive means small, poorly fitted or top-dose-only effect, or another doubt; inactive means no such curve, though single readings can be large; an effect the other way counts as inactive or inconclusive. On the % scale 0 is the no-effect control and ±100 the full control effect; potency means the concentration at half of the fitted maximal effect. Only part of the results is shown (hit frequency here may not be typical).

SMILES | TDP1 cell CPT | TDP1 cell noCPT | GCN5L2 inh
O=c1[nH]c2c(s1)C(c1ccco1)C1C3CCC(C3)C1S2 (centres undefined) | -12.4% | -24.9% | -5.8%
CC(C)CCNC(=O)C12CN(Cc3ccccc3)CC1C(c1cccc([N+](=O)[O-])c1)=NO2 (centres undefined) | -29.0% | ? | -18.0%
COCCN(C(=O)c1cccc(OC)c1)c1nnc(-c2ccncc2)s1 | -20.8% | -7.7% | 1.6%
N#Cc1ccccc1N/C=C/C(=O)c1ccc(Cl)cc1 | 4.8% | ? | nt
CCNc1nc(OC)nc(Oc2ccc(C(=O)OC)cc2)n1 | -9.1% | 2.1% | -17.8%
O=C(O)CCN(CCC(=O)O)c1ccc(/C=C/c2ccnc3ccccc23)cc1 | -8.0% | -24.6% | nt
CN(C)c1ccc(-c2ccnc3c2CC(C)(C(=O)NCc2cccc(Cl)c2)O3)cc1 (centres undefined) | 23.1µM* | 20.6µM* | nt
COc1ccc(CN2C(=O)c3cccnc3C2=O)cc1S(=O)(=O)NCc1ccc(C)o1 | 0.7% | -4.3% | -10.5%
Cc1cc(OCC(O)CN(C)C(=O)C(C)Oc2ccccc2)ccc1Cl (centres undefined) | ? | ? | -5.0%
CCCCN1C(=O)C(=O)N(CC(=O)N2N=C3/C(=C/c4ccco4)CCCC3C2c2ccco2)C1=O (centres undefined) | 12.0% | -3.4% | -9.3%
CCCCOc1ccc(/C=N/NC(=O)c2nnn(-c3nonc3N)c2C)cc1 | -2.7% | -5.3% | -5.7%
CCOc1ccccc1C(=O)Nc1nnc(Cc2ccc(OC)c(OC)c2)s1 | -29.7% | ? | -8.4%
CN1CCN(C(=O)C2CCN(c3ncnc4c3nc3n4CCCCC3)CC2)CC1 | -23.0% | -3.4% | -3.5%
CC1=C(C(=O)N2CCCCCC2)CC(CC(=O)NCCCN(C)C)C(=O)N1Cc1ccc(F)cc1 (centres undefined) | -21.0% | -0.9% | nt
CC(=O)NC(NC(=S)Nc1ccc(C)cc1C)C(Cl)(Cl)Cl (centres undefined) | -11.6% | 7.2% | -3.8%
COc1cccc(CC(=O)Nc2cc(S(=O)(=O)N3CCOCC3)ccc2N2CCOCC2)c1 | -6.7% | ? | -5.8%
O=C(Nc1ccccc1C(=O)Nc1ccc(Cl)cc1)c1cccnc1 | 4.7% | 3.4% | -13.5%
CSc1nc(N)nc(SCCS(=O)(=O)c2ccc(Cl)cc2)c1C#N | 20.6µM* | 25.9µM* | -9.8%
Cc1ccc(NC(=O)CCNC(=O)Cn2ccc3ccccc3c2=O)cc1F | -11.9% | ? | 1.0%
COc1ccc(C(=O)O)cc1S(=O)(=O)NC1CCN(Cc2ccccc2)CC1 | 14.9% | -23.7% | 0.3%
CCN(CC)c1ccc(/C=N/NC(=O)c2ccco2)c(O)c1 | 5.17µM* | 2.59µM* | -5.2%
CCc1ccc(C(=O)NC(CCSC)C(=O)O)cc1 (centres undefined) | 20.1% | -19.4% | -1.9%
O=C(O)c1ccc(/C=N/NC(=O)c2cc3ccccc3cc2O)cc1 | -6.4% | 3.8% | -7.4%
O=C(N/N=C/c1cc(Br)c(O)c(Br)c1)c1cccc(C(F)(F)F)c1 | 6.9% | -13.5% | -5.9%
COc1ccc(-c2ocnc2C(=O)N2CCN(Cc3cccnc3)CC2)cc1 | -4.4% | -3.0% | -4.3%
O=C(CSc1ccc2nnc(-c3ccccc3)n2n1)NCc1ccco1 | -5.9% | -14.2% | -0.5%
O=C(Nc1ccccn1)c1cc(-n2cnnc2)ccc1Cl | 8.6% | -21.2% | -3.9%
CNC(=O)c1ccsc1NC(=O)c1ccc2c(c1)CCCC2 | ? | ? | -3.6%
Cc1ccc(NC(=O)CN(C)C(=O)COc2cc(F)ccc2[N+](=O)[O-])cc1 | 11.3% | -13.0% | -4.4%
O=C(O)c1ccc(Cn2ccc3ccccc32)o1 | -3.7% | 2.4% | 0.4%
CCCNC(=O)N1CCN(S(C)(=O)=O)CC1 | 10.9% | -2.1% | 2.6%
O=C(CCN1C(=O)/C(=C\c2cccc(Br)c2)SC1=S)NCCCN1CCOCC1 | ? | ? | -0.7%
CC(C)(C)NC(=O)CN(CCc1ccccc1)C(=O)c1csnn1 | 0.3% | -2.3% | -1.6%
CC1(C(=O)Nc2cccc(OC(F)(F)F)c2)Cc2c(-c3cccc(C(F)(F)F)c3)ccnc2O1 (centres undefined) | ? | ? | nt
Cc1cc(C(F)(F)F)nc(NNc2nc(C)cc(C(F)(F)F)n2)n1 | 14.5% | ? | nt
CC(=O)Nc1ccc(SCC(=O)c2cc(C)n(CC(F)(F)F)c2C)cc1 | -20.6% | ? | 0.0%
C=CCn1c(C)nnc1SCC(=O)N1CCN(S(=O)(=O)c2ccccc2)CC1 | 2.5% | 18.5% | 14.3%
COc1ccc(CCNC(=O)CCS(=O)(=O)c2ccc3c(c2)oc(=O)n3C)cc1OC | -5.3%&-21.6% | 6.0%&-14.0% | -4.7%&16.9%
Cc1cc(C)nc(S/C=C/C(=O)c2ccccc2F)n1 | 2.06µM* | 3.66µM* | -10.7%
COc1ccc(-c2cc(=O)c3c(O)cc(O)c(-c4cc(-c5cc(=O)c6c(O)cc(O)cc6o5)ccc4OC)c3o2)cc1 | ? | ? | -21.5%

18 entries from above, with values under each structure.
Values run as follows: TDP1 cell CPT, TDP1 cell noCPT, GCN5L2 inh
- CCN(CC)c1ccc(/C=N/NC(=O)c2ccco2)c(O)c1
    5.17µM*, 2.59µM*, -5.2%
- CCc1ccc(C(=O)NC(CCSC)C(=O)O)cc1 (centres undefined)
    20.1%, -19.4%, -1.9%
- O=C(O)c1ccc(/C=N/NC(=O)c2cc3ccccc3cc2O)cc1
    -6.4%, 3.8%, -7.4%
- O=C(N/N=C/c1cc(Br)c(O)c(Br)c1)c1cccc(C(F)(F)F)c1
    6.9%, -13.5%, -5.9%
- COc1ccc(-c2ocnc2C(=O)N2CCN(Cc3cccnc3)CC2)cc1
    -4.4%, -3.0%, -4.3%
- O=C(CSc1ccc2nnc(-c3ccccc3)n2n1)NCc1ccco1
    -5.9%, -14.2%, -0.5%
- O=C(Nc1ccccn1)c1cc(-n2cnnc2)ccc1Cl
    8.6%, -21.2%, -3.9%
- CNC(=O)c1ccsc1NC(=O)c1ccc2c(c1)CCCC2
    ?, ?, -3.6%
- Cc1ccc(NC(=O)CN(C)C(=O)COc2cc(F)ccc2[N+](=O)[O-])cc1
    11.3%, -13.0%, -4.4%
- O=C(O)c1ccc(Cn2ccc3ccccc32)o1
    -3.7%, 2.4%, 0.4%
- CCCNC(=O)N1CCN(S(C)(=O)=O)CC1
    10.9%, -2.1%, 2.6%
- O=C(CCN1C(=O)/C(=C\c2cccc(Br)c2)SC1=S)NCCCN1CCOCC1
    ?, ?, -0.7%
- CC(C)(C)NC(=O)CN(CCc1ccccc1)C(=O)c1csnn1
    0.3%, -2.3%, -1.6%
- CC1(C(=O)Nc2cccc(OC(F)(F)F)c2)Cc2c(-c3cccc(C(F)(F)F)c3)ccnc2O1 (centres undefined)
    ?, ?, nt
- Cc1cc(C(F)(F)F)nc(NNc2nc(C)cc(C(F)(F)F)n2)n1
    14.5%, ?, nt
- CC(=O)Nc1ccc(SCC(=O)c2cc(C)n(CC(F)(F)F)c2C)cc1
    -20.6%, ?, 0.0%
- C=CCn1c(C)nnc1SCC(=O)N1CCN(S(=O)(=O)c2ccccc2)CC1
    2.5%, 18.5%, 14.3%
- COc1ccc(CCNC(=O)CCS(=O)(=O)c2ccc3c(c2)oc(=O)n3C)cc1OC
    -5.3%&-21.6%, 6.0%&-14.0%, -4.7%&16.9%

New compounds follow.
SMILES | TDP1 cell CPT | TDP1 cell noCPT | GCN5L2 inh
COc1ccc(CCNS(=O)(=O)c2ccccc2[N+](=O)[O-])cc1OC | 6.1% | -30.1% | -8.5%
N#Cc1c(NC(=O)CSc2nnnn2C2CCCC2)sc2c1CCCC2 | ? | ? | -7.0%
O=C1CC2(CCN(C(=O)c3cccc(Cl)c3)CC2)Oc2ccccc21 | ? | ? | 0.0%
O=C(O)C1CC=CCC1C(=O)Nc1ccc(S(=O)(=O)N2CCCc3ccccc32)cc1 (centres undefined) | -15.8% | ? | -28.4%
O=C(Nc1ccc(Cl)c(Cl)c1)c1ccncc1 | -20.1% | ? | -5.3%
CN(C)S(=O)(=O)c1ccc2c(c1)nc(CCC(=O)NCCc1ccc(Cl)cc1)n2C | ? | -0.5% | 1.3%
O=C(CC1(O)C(=O)N(Cc2ccccc2)c2ccccc21)c1ccncc1 (centres undefined) | 3.66µM* | 3.66µM* | -22.8%
O=C(CNC(=O)c1cccc(F)c1)N/N=C/c1cccs1 | 0.7% | -2.0% | 0.6%
O=c1c2c([nH]c3ccccc13)CCCC2 | ? | 8.2µM* | 0.9%
O=C1c2cccc(OCc3ccc(F)cc3)c2CCN1Cc1ccccc1 | ? | ? | -10.7%
Clc1cccc2c1CCN(Cc1nc(-c3cnccn3)no1)C2 | -5.3% | -12.7% | -3.3%
C=CCN(C(=O)CSc1nc2c(sc3ccccc32)c(=O)n1CCN(CC)CC)c1ccccc1 | 18.4µM* | 16.4µM* | -7.3%
C=CC(=O)Nc1ccc(CN2C(=O)N(c3c(Cl)c(OC)cc(OC)c3Cl)Cc3cnc(NCCCCN(CC)CC)nc32)cc1 | 11.6µM* | 13µM* | -3.8%
CCCCc1noc2c1/C(=N\O)CC(c1ccccc1)C2 (centres undefined) | -24.7% | -24.0% | 2.1%
COc1cnc(-c2ccccn2)nc1N(C)C | ? | 2.91µM* | 1.5%
CCC(C)C(CO)NCCCn1cnc2c(OCc3ccccc3)ncnc21 (centres undefined) | 2.7% | -7.9% | nt
c1ccc(COc2ncnc3c2ncn3CCCNCC2CCCO2)cc1 (centres undefined) | -12.1% | -11.6% | nt
COc1ccc(S(=O)(=O)N(CC(=O)N(C)Cc2ccccc2)c2ccc(Cl)cc2)cc1 | ? | ? | -9.8%
CC(C)CNC(=O)c1cccc(NC(=O)CSc2ccc(Cl)cc2)c1 | -17.0% | ? | 16.2%
CCOc1ccc(CNC(=O)Cc2ccc(NC(=O)N3CCSc4ncccc43)cc2)cc1 | 16.4µM* | 16.4µM* | -4.4%
COc1cccc(C#Cc2c(C=O)n(C)c3ccccc23)c1 | 16.4µM* | 16.4µM* | -1.5%
C/C(=N/NC(=O)CNC(=O)c1ccccn1)c1cccc([N+](=O)[O-])c1 | 3.0% | ? | -5.0%
Cc1sc(NC(=O)CN2CCOCC2)nc1-c1ccc2c(c1)CCN2S(=O)(=O)c1ccccc1 | 20.6µM* | 9.2µM* | -17.7%
COc1ccc(C(=O)Nc2ccc(C(=O)Nc3cccnc3)cc2)cc1 | -18.2% | -28.8% | -16.1%
COc1cccc(CN(C)C(=O)c2ccc3nccnc3c2)c1 | -22.2% | ? | ?
O=S(=O)(/N=C(/Nc1ccccc1)c1ccccc1)c1cccs1 | -15.8% | ? | 3.0%
O=C(NCc1ccncc1)C1CCN(S(=O)(=O)c2ccccc2)CC1 | 17.3% | 22.3% | -5.6%
COc1ccc(S(=O)(=O)Nc2cc(Sc3ncn[nH]3)c(O)cc2C)cc1 | ? | ? | -4.8%
O=c1cc(-c2ccccc2)n2c(SCc3ccc(F)cc3)nnc2[nH]1 | 14.5% | 9.0% | -24.5%
Cc1ccc(S(=O)(=O)CC(c2ccccc2)N2CCOCC2)cc1 (centres undefined) | -14.5% | -4.7% | nt
CC(=O)N1c2ccccc2C(C)(c2ccccc2)CC1(C)C (centres undefined) | ? | ? | -7.9%
CCOC(=O)N1CCN(C(=O)CNC(=O)c2ccc(Cl)cc2)CC1 | 6.0% | 14.6% | -2.8%
COc1ccc(Cl)cc1Nc1nc(-c2sc(NC(=O)c3ccco3)nc2C)cs1 | ? | ? | -5.5%
Cc1ccccc1NC(=S)N1CCN(C(=O)c2ccco2)CC1 | 4.6% | -14.6% | -6.5%
O=C(C=Cc1ccco1)c1ccc2ccccc2c1 | ? | ? | nt
COc1cccc(NC(=O)CN2C(=O)NC(C)(C3CC3)C2=O)c1 (centres undefined) | -0.5% | 1.9% | 2.4%
O=C(OCc1ccc(F)cc1)c1ccc2c(c1)-c1ccccc1C2=O | 5.5% | ? | -4.1%
